# From PubChem BioAssay
# EPAC1 antag: EPAC1 (human) antagonism; hit rate 0.14% among 360,000; EPAC1 GEF assay, Rap1b-BODIPY-GDP exchange fluorescence; AID 720709; O95398; Potency, µM (doses to about 115 µM), for the others: at the highest dose activity change, negative = inhibition, usual class: inhibitors;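 also: potency is read from the fitted curve at half-maximal effect; plate controls were vehicle for no effect and positive control for full effect; nearly all actives have a fitted effect of over 50% in size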
# IL-2 act: IL-2 activation | IL-2 activation reporter assay, cell-based qHTS; stimulated with anti-CD3/CD4/CD28 beads; in transgenic mouse T cells | AID 652025 | hit rate 0.065% among 360,000 | activation, % (series mostly up to about 46 µM); in the data active = activation above about 50%; inconclusive = mostly about 30% to 49%; also: 0% is about no effect
#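 EGFP and DsRed fluorescence is measured by plate cytometry in unstimulated transgenic mouse T cells exposed to compound for 60 minutes, then stimulated 18 hours at 37 degrees C with anti-CD3/anti-CD4 beads plus anti-CD28.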
# PI5P4Ka inh: PI5P4K alpha (human) kinase inhibition; PI5P4Kalpha enzyme, ADP-Glo luminescence, 60 min; hits give low values; hit rate 1.2% among 330,000; AID 652105; max response, %; P48426; active = max response of -50% or lower; inconclusive = between -30% and -50%; inactive = -30% or higher; also: value at the top dose of about 77 µM; % is scaled to controls: 0 for no effect and ±100 for the full control effect
# Target sequence (P48426 whole entry, looked up): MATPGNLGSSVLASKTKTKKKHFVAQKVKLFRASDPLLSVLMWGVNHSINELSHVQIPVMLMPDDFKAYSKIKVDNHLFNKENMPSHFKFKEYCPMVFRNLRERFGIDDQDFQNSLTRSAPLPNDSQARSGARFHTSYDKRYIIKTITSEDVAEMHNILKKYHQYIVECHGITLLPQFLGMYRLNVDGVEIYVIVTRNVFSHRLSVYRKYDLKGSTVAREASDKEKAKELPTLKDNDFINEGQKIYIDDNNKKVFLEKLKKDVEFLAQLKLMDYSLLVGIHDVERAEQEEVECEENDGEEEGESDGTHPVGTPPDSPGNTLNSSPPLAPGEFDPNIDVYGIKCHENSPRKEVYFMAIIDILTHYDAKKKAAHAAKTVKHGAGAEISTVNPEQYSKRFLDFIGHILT
#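 Reactions run in 0.038 M HEPES pH 7.4, 0.28 mM EGTA, 0.1% CHAPS and 5% DMSO, with PI5P4Kalpha, substrate, compound and 5 microM ATP final, one hour at room temperature. Readout is ADP-Glo luminescence.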
# EPAC1 ag: activates human EPAC1 exchange factor | EPAC1 agonist qHTS, biochemical assay; response scale: 100% = response to 6.5 mM cAMP | O95398 | hit rate 0.073% among 360,000 | AID 720707 | Potency, µM (highest dose often 154 µM), for the others: top-dose activation, actives largely listed as activators; also: potency is read from the fitted curve at half-maximal effect; nearly all actives have a fitted effect of over 60% in size
#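 EPAC1 100 nM, Rap1B–BODIPY-GDP 250 nM, unlabeled GDP 50 uM; compound titration; 5 min RT; kinetic read ex480/em540 at 5-min intervals ×30 min; data normalized to 6.5 mM cAMP agonist control.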
# GLP1R inv ag: acts as inverse agonist at human GLP-1 receptor | P43220 | AID 624417 | hit rate 1.6% among 410,000 | HEK293 GLP-1R CRE-luciferase, luminescence, 24 h; GLP-1R form is constitutively active | Potency, µM (top dose mostly 38.3 µM), inactives show at the top dose activity change, negative = inhibition, most hits filed as inhibitors; also: potency is read from the fitted curve at half-maximal effect; % is scaled to controls: 0 for no effect and ±100 for the full control effect; nearly all actives have a fitted effect of over 55% in size
#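 HEK293 cells stably co-expressing constitutively active GLP-1R and a cAMP-responsive luciferase reporter were seeded in DMEM with 10% Nu serum, given compounds after 12 h, and incubated 24 h at 37 deg C. Luminescence was then read.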
# PTHR1 agonist: agonists of human PTHR1 parathyroid hormone receptor; Q03431; HEK293 GP2 PTHR1 cells, GloSensor cAMP luminescence, 1 h; Potency, µM (series often up to 115 µM), for the others: top-dose activation, hits mostly activators; hit rate 0.075% among 410,000; AID 743266; also: potency is read from the fitted curve at half-maximal effect; nearly all actives have a fitted effect of over 55% in size; some results filed as inactive show a strong effect at the top dose; inactives centre near -15; many of its hits are not listed in these tables
#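 HEK-293-derived GP2 cells expressing PTHR1 and a GloSensor cAMP reporter, 3,000/well, plated overnight, given luciferin plus IBMX (each 0.5 mM as added) for 1 h at 37 °C, then compound for 1 h at 37 °C. Luminescence was read after 15 min at room temperature.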
# PLK1 PBD inh: PLK1 (human) polo-box domain binding inhibition; P53350; Potency, µM, without a hit: max response, negative = inhibition, usual class: inhibitors; hit rate 2.8% among 360,000; AID 720504; Plk1 PBD binding of FITC phosphopeptide, fluorescence polarization; also: potency is read from the fitted curve at half-maximal effect; series mostly up to about 57 µM; % is scaled to controls: 0 for no effect and ±100 for the full control effect; nearly all actives have a fitted effect of over 65% in size
# Target sequence (P53350 whole entry, looked up, the tested form may be a part): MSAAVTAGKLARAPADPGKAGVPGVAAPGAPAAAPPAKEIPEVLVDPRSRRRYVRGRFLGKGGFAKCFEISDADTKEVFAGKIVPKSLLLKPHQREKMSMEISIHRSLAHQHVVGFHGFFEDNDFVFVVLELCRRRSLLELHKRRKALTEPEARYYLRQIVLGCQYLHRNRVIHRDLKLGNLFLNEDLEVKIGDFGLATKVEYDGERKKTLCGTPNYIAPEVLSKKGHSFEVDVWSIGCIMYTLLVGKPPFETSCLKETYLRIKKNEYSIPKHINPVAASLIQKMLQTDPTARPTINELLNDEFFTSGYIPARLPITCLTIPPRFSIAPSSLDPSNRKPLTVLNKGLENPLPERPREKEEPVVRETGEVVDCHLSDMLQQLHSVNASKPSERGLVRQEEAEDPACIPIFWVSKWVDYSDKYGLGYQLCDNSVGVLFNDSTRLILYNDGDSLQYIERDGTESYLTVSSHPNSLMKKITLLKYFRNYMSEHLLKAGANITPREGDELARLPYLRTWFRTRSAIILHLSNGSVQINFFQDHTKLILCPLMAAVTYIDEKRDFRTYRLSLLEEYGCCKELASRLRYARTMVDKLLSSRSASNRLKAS
# GLP1R ag: activates the human GLP-1 receptor; P43220; HEK293 GLP-1R CRE-luciferase, luminescence, 4-6 h; cells express a hypersensitive GLP-1R form; Potency, µM (titrated, usually from 45.6 µM), inactives show top-dose activation, usual class: activators; hit rate 0.007% among 380,000; also: potency is read from the fitted curve at half-maximal effect; % of control where 0% means no effect
# GLP1R cytotox: cytotoxic in the GLP-1 receptor inverse agonist counter-screen | HEK293 cAMP-luciferase reporter cells, luminescence, 24 h | Potency, µM (titrated, usually from 38.3 µM), without a hit: at the top dose activity change, negative = inhibition, most hits filed as inhibitors | hit rate 0.13% among 410,000;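 also: loss of luciferase light is scored as toxicity; potency is read from the fitted curve at half-maximal effect; % is scaled to controls: 0 for no effect and ±100 for the full control effect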
#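 Cells in DMEM/10% Nu serum/1% pen-strep, 1536-well format. Pre-incubated 12 h, dosed with 23 nL compound, incubated a further 24 h. Luciferase detection, 12 min at room temp, luminescence.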
# * hit, by the source's call; i = inactive; ? = inconclusive; . = no result given; [ ] = dose if it differs, or a comment. Unless noted, calls follow the shape of the dose curve; as a rule, active = well fitted curve in the direction sought with a large enough effect; inconclusive = small, poorly fitted or top-dose-only effect, or another doubt; inactive = no such curve, though single readings can be large; an effect the other way counts as inactive or inconclusive. This is a subset; count on the stated rates, not on these rows.
SMILES,EPAC1 antag,IL-2 act,PI5P4Ka inh,EPAC1 ag,GLP1R inv ag,PTHR1 agonist,PLK1 PBD inh,GLP1R ag,GLP1R cytotox
O=C(Cc1ccccc1)Nc1ccnn1C1CCN(Cc2ccc(CO)o2)CC1,-19.4%,-0.4,7.3,-1.7%,2.7%,i,2.2%,7.8%,-1.1%
COc1cc(C(=O)NNC(=O)c2ccc(F)cc2)ccc1OCC(=O)N1CCOCC1,-16.5%,-0.1,-1.6,0.7%,2.0%,i,-19.9%,-3.8%,14.5%
COc1ccccc1Nc1nc(-c2cccs2)cs1,-17.1%,-1.1,.,23.5%,0.0%,-10.6%[57.5 µM],-16.3%,1.5%,7.1%
O=S(=O)(N[C@H]1C[C@@H](NS(=O)(=O)OCC(Cl)(Cl)Cl)C2CCCCC21)OCC(Cl)(Cl)Cl (stereo not given in full),-11.2%,-0.8,-19.3,6.3%,?,-14.8%,-4.6%,4.3%,?
COc1ccc(CNC(=O)N2[C@H]3CC[C@@H]2C=C(c2ccc(F)cc2OCc2ccccc2)C3)cc1OC,-7.8%,-2.9,-2.7,-5.0%,-7.5%,-45.4%[inhibitor],-12.3%,-3.3%,2.8%
O=C(Cn1ncc2c(=O)oc3ccccc3c21)N1CCCN(Cc2ccccc2F)C1,11.3%,-1.9,-4.4,-0.5%,2.1%,-42.5%[inhibitor],0.1%,-6.7%,-11.9%
C/C(=N\NC(=O)CCC(=O)NCc1ccccc1)c1ccco1,14.7%,-1.4,-2.1,-0.3%,18.7%,i,3.1%,-3.4%,2.1%
Cc1ncc([N+](=O)[O-])n1CCOC(=O)NC(NCc1ccccc1Cl)C(Cl)(Cl)Cl (stereo not given),-14.0%,-0.5,6.2,-4.3%,-43.8%,-23.7%,-15.4%,-4.8%,38.4%[activator]
Cc1ccc2c(c1)N(Cc1ccc3c(c1)OCO3)C(=O)C(C)O2 (stereo not given),-3.2%,-1.4,.,2.1%,0.0%,i,-2.9%,9.1%,4.1%
COc1ccc(C2CC(c3ccccc3)Nc3nc(N)nn32)cc1 (stereo not given),10.3%,0.0,2.3,-10.5%,3.4%,i,-0.6%,-1.0%,-1.9%
O=C(Nc1cc(=O)[nH]c(=O)[nH]1)c1cc(Cl)ccc1Cl,9.7%,0.5,1.7,3.1%,?,-1.6%,-0.5%,-5.2%,?
CC(C)N1CCOC1c1ccccc1 (stereo not given),-18.6%,2.7,-3.3,-6.1%,2.3%,i,-2.6%,-6.7%,-2.4%
CC1(C)CC(=O)C(C=NCCN2CCN(C(=S)NC3CCCCC3)CC2)=C(O)C1,8.7%,-0.4,-6.0,7.3%,6.8%,-17.2%,-9.4%,16.2%,2.2%
O=C1CC[C@@H](C(=O)N2CSC[C@@H]2C(=O)Nc2ccc(C(F)(F)F)cc2)N1,-3.1%,1.0,8.3,-9.4%,?,1.9%,-10.7%,-3.5%,0.6%
Cc1cc(C)c(C#N)c(Nc2ccc3c(c2)OCCO3)n1,-4.9%,-1.9,0.0,-1.1%,-21.4%,i,-2.9%,14.1%,-7.1%
Cc1ccc(CNC(=O)c2ccc3c(c2)N(Cc2cccc(C)c2)C(=O)CS3)cc1,.,.,.,.,?,i,.,-0.3%,-0.8%
CC1(c2ccc3ccccc3c2)NC(=O)NC1=O (stereo not given),1.8%,1.2,4.1,1.0%,-3.3%,-2.8%,-6.8%,-5.9%,2.6%
O=C(Nc1ccc(Cl)c(Cl)c1)c1ccc(Cn2cc(Cl)cn2)cc1,-4.8%,-3.3,-4.1,10.3%,?,-44.3%[inhibitor],2.9%,-1.4%,-27.5%
O=C(NCc1cccnc1)C1CCCN(S(=O)(=O)c2ccc(Cl)cc2)C1 (stereo not given),4.0%,-2.1,-7.2,-1.4%,-29.7%,-9.5%,-6.6%,-7.3%,6.0%
CCOC(=O)N1CCC(NC(=O)C2CCN(C(=O)N3CCOc4ccccc43)CC2)CC1,-9.6%,-0.8,-0.5,1.1%,6.3%,-2.2%,?,-12.9%,4.6%
COc1ccc(C2C(C#N)=C(N)Oc3cc4c(cc32)OCO4)cc1 (stereo not given),-9.5%,0.4,.,20.9%,-7.5%,i,-11.0%,14.2%,0.1%
Cc1ccc(NC(=O)Cn2c(=O)n(CCCCC(=O)NCc3ccccc3Cl)c(=O)c3ccccc32)cc1C,.,.,.,.,-1.4%,-23.7%,.,-3.4%,2.6%
O=C(COC(=O)CNC(=O)c1ccc(Br)cc1)Nc1nnc(-c2ccccc2)o1,-14.7%,1.3,1.2,-2.3%,10.9%,-43.8%,1.8%,0.5%,0.6%
O=C(CCNC(=O)C1CCN(S(=O)(=O)c2ccc(F)cc2)CC1)NCc1ccccc1,-21.0%,-0.6,-1.5,-4.1%,26.5%,i,-3.3%,3.2%,2.0%
CC1CCCN(CCCNC(=O)C2CC(=O)N(CCc3ccccc3)C2)C1 (stereo not given),11.9%,-2.3,-1.8,4.6%,-2.9%,i,-12.6%,-3.4%,-6.9%
CCOC(=O)/C(C#N)=C/Nc1cc(C(=O)OCC)cc2c(OC)c(OC)ccc12,-6.2%,-0.4,1.4,-15.6%,12.1%,i,?,5.2%,18.4%
Cc1ccc(SCc2ccc(C(=O)NCc3cccnc3)cc2)cc1,-12.6%,-3.7,-1.0,0.4%,?,-32.8%[inhibitor],-16.8%,-0.5%,6.3%
CCCCC1(CC(=O)OCC)C(=O)N(c2ccccc2)N(c2ccccc2)C1=O,2.6%,0.0,1.7,11.2%,?,-31.6%,-1.3%,-1.9%,2.0%
C/C(=N\NC(=O)c1c(Br)c(C)nn1C)c1cccc(NC(=O)C2CCC2)c1,-2.1%,-1.9,8.0,-5.1%,-1.0%,-5.9%,-3.4%,0.6%,-28.8%
COC(=O)c1ccc2c(c1)N(C)CCS2,-12.9%,2.3,2.0,0.8%,-4.9%,i,-7.5%,2.1%,0.0%
O=C(Cc1cccs1)N/N=C/C(Br)=C/c1ccccc1,-4.8%,-1.7,.,0.6%,24.2%,-10.3%,-6.9%,-1.3%,2.8%
Cc1ccnc(N2CCCC(C(=O)Nc3nnc(C)s3)C2)n1 (stereo not given),13.4%,-2.6,.,-3.8%,0.0%,i,-1.9%,7.2%,5.5%
C[C@H](NC(=O)c1[nH]cnc1C(=O)Nc1ccccc1)C(=O)OC(C)(C)C,-28.4%,0.6,5.0,-0.9%,19.1%,-92.8%[inhibitor],-10.0%,10.5%,3.8%
Cc1ccc(S(=O)(=O)CCc2nnc(NC(=O)C3CCCCC3)s2)cc1,-15.7%,-1.1,0.3,-5.4%,1.4%,i,-9.3%,2.5%,1.8%
CNC(=S)/N=C(/Nc1ccccc1)c1ccccc1,1.5%,-1.3,-28.3,6.2%,-11.1%,-6.8%,-6.3%,11.6%,-11.0%
CN1C(=O)c2ccc(NC(=O)C3CCCCC3)cc2C1=O,-6.1%,2.4,.,2.7%,4.8%,6.9%[57.5 µM],2.1%,1.2%,2.5%
CSc1ccc(/C=N/n2c(C)cc(C)cc2=O)cc1,13.4%,-1.1,-3.1,-3.7%,4.5%,-8.0%[57.5 µM],-0.8%,-0.9%,-5.7%
COc1ccc(/C(O)=C(\C#N)c2nc3ccccc3n2C)cc1OC,-1.3%,-0.8,.,4.9%,0.0%,8.0%[57.5 µM],-7.7%,12.9%,-12.6%
NC(=S)NN=C1c2ccccc2-c2ccccc21,8.5%,-0.5,-6.0,-2.5%,?,-43.3%[inhibitor],-23.5%,17.1%,1.41µM*
O=C(NCC1CCCN(C(=O)c2cccnc2)C1)c1ccc(-c2ccccc2)cc1 (stereo not given),2.8%,-3.9,5.1,0.6%,-3.9%,-24.1%,-6.3%,4.7%,7.1%
Cc1cc(C)nc(SC2c3cccc4cccc(c34)C2NS(=O)(=O)c2ccccc2)n1 (stereo not given),-6.1%,0.2,15.6,5.0%,?,-17.5%,-3.1%,-2.4%,6.4%
Cc1ccc(NC(=O)CN2CCOCC2)cc1S(=O)(=O)N1CCCCC1,-2.6%,-0.3,5.2,-2.7%,-7.4%,-10.2%,5.0%,-0.8%,0.4%
CN1CCN(c2nc(-c3ccc(Cl)cc3)nc3ccccc23)CC1,2.9%,-3.1,19.8,-5.6%,0.1%,i,4.5%,3.0%,16.6%
O=C(Nc1nccs1)c1ccc(COc2c(F)c(F)cc(F)c2F)o1,1.8%,0.2,2.7,-6.6%,6.6%,-6.2%,-4.5%,1.2%,-6.4%
CC1=Nc2ccccc2/C1=C\c1nc(-c2ccc(F)cc2)oc1O,25.6%,-3.0,.,89.1µM*,0.0%,-16.8%[57.5 µM],?,-27.1%,1.9%
COCC(C)n1c(SCc2ccc(C(=O)OC)o2)nc2ccccc2c1=O (stereo not given),-4.1%,-2.8,.,11.1%,-0.2%,i,-3.8%,?,-2.4%
COc1ccccc1NC(=O)Nc1nc(CC(=O)NCc2ccc(F)cc2)cs1,-2.9%,-5.6,13.3,5.2%,?,-23.1%,0.1%,-19.7%,?
NC(Cc1ccc(C(F)(F)F)cc1)c1csc(Nc2cnccn2)n1 (stereo not given),-1.5%,-0.2,0.5,1.7%,?,-41.8%[inhibitor],0.3%,-1.6%,-16.2%
O=C(Nc1cccc(C(F)(F)F)c1)c1csc([C@@H]2O[C@H](CO)[C@@H](O)[C@H]2O)n1,6.7%,1.5,-1.6,-2.8%,9.3%,i,2.8%,-1.2%,3.0%
Cc1ccc(CN2C(=O)CCC2C(=O)NCc2ccccc2Cl)cc1 (stereo not given),5.9%,-0.5,-4.0,-8.1%,0.9%,-7.7%,2.2%,-0.2%,0.5%
